RAM network inh: inhibitors of the yeast RAM network, primary screen, dse1pr::URA3 reporter, 5-FOA selection | S. cerevisiae dse1pr::URA3 reporter, 5-FOA growth OD615, 2 d; analog-sensitive cbk1-as2 kinase mutant strain | inhibition, % at 50 µM | 190,000 compounds, 1.8% hits;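 active means inhibition above a set limit, 3 SD over mean compound inhibition, cut at about 8.4% in these data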;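 further: 0% = DMSO-only wells with no growth and 100% = 10 µM 1-NA-PP1 full growth; inhibition rescues growth on 5-FOA so higher OD means more RAM inhibition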
TNAP inh hiacc: human TNAP enzyme inhibitors, primary screen, biochemical, luminescent, high phosphate acceptor level, uHTS; Alkaline phosphatase, tissue-nonspecific isozyme (Homo sapiens), P05186; 200,000 compounds, 0.03% hits; inhibition, % at 20 µM; purified TNAP, CDP-star luminescence, 1 M DEA; AID 1135, 2008;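 active means over 50% inhibition of tissue-nonspecific alkaline phosphatase at 20 µM in the single-dose screen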;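 further: plate controls were DMSO wells for no effect and EDTA-quenched wells as full inhibition for full effect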
TNAP inh no acc: human TNAP enzyme inhibitors, primary screen, biochemical, luminescent, no phosphate acceptor, uHTS | purified TNAP, CDP-star luminescence, 30 min | inhibition, % at 20 µM | 200,000 compounds, 0.26% hits;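 active means tissue-nonspecific alkaline phosphatase inhibition above about 50% at 20 µM in the single-dose screen, limit read from the data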;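 further: 0% = DMSO negative control and 100% = EDTA positive control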
L major viab: Leishmania major promastigote growth inhibition, primary screen; Leishmania major promastigotes, resazurin fluorescence viability; inhibition, % at 10 µM; 200,000 compounds, 9% hits; in the data active means inhibition above about 50%;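 further: promastigotes grown with compound for 44 hours at 28 °C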
PMI activator: activators of human PMI, primary screen, biochemical, fluorescence intensity, near-Km mannose 6-phosphate; Mannose-6-phosphate isomerase (Homo sapiens), P34949; purified human PMI, coupled resazurin fluorescence, 20 min; active compounds read high; 1 = vehicle control, 0 substrate-free wells; activation factor at 20 µM; 190,000 compounds, 0.005% hits; AID 1214, 2008;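 active means activation factor of 2 or more at 20 µM, relative to plate controls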
Target sequence (P34949 whole entry, looked up): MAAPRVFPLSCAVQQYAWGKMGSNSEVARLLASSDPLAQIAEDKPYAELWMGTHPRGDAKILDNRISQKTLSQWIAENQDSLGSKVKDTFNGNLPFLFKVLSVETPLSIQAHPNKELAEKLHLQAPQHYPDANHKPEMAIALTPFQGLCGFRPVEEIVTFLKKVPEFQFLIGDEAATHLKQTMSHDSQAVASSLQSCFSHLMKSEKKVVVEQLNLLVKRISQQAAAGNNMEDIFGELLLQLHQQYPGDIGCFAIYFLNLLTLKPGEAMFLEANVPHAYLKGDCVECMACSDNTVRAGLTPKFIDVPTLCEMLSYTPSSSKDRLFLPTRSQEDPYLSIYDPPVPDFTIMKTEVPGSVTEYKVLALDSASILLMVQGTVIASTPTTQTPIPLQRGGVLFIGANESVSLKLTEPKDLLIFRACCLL
Redox H2O2 prof: compounds producing H2O2 with reducing agent – biochemical, NIH compound library profiling, artefact control for MLSCN library redox annotation, primary screen; AID 878, 2007; DTT-dependent redox cycling H2O2, phenol red/HRP absorbance; 100% = 100 µM peroxide control, 0% = buffer; 200,000 compounds, 0.03% hits; activation, % at 10 µM;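 active means activation of at least 50% relative to the plate's high and low controls in the primary single-dose screen; inactive means activation below 50%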;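 further: compound incubated with DTT at 0.8 mM final as the reducing agent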
PMI act hi M6P: human PMI activators, high substrate, primary screen, biochemical, fluorescence intensity, near-saturating mannose 6-phosphate | coupled PMI enzyme assay, resazurin fluorescence, 20 min; active compounds read high; 1 = untreated enzyme, 0 = substrate-free blank | activation factor at 20 µM | 190,000 compounds, 0.34% hits | AID 1216, 2008;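 active means activation factor of 2 or more at 20 µM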
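Material: human phosphomannose isomerase with PGI, G6PDH, diaphorase coupling enzymes. Quantity: 15 ng/mL PMI. Medium: HEPES pH 7.4 buffer with MgCl2 and Tween-20. Reagent: Near-saturating mannose-6-phosphate, 1.0 mM. Compound: 20 µM single dose. Times: enzyme reaction with compound 20 min at room temperature. Detection: resorufin fluorescence at Ex 544/Em 590 nm.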
S1P3 antag: S1P3 receptor antagonists, primary screen, cell-based; CHO S1P3 NFAT-BLA reporter, FRET fluorescence, antagonist mode; inhibition, % at 4.98 µM; 170,000 compounds, 0.27% hits; AID 485, 2006;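 active means inhibition above the plate cutoff, the mean inhibition of test wells on that plate plus 3 SD, cut at about 28% in these data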;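 further: cells challenged with S1P at its EC80 of 0.8 µM; blue over green emission ratio from cleaved BLA substrate after 4 h stimulation; 0% = S1P-stimulated wells and 100% = unstimulated DMSO-only wells; some compounds past the cut are filed as inactive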
Target sequence (Q99500 whole entry, looked up): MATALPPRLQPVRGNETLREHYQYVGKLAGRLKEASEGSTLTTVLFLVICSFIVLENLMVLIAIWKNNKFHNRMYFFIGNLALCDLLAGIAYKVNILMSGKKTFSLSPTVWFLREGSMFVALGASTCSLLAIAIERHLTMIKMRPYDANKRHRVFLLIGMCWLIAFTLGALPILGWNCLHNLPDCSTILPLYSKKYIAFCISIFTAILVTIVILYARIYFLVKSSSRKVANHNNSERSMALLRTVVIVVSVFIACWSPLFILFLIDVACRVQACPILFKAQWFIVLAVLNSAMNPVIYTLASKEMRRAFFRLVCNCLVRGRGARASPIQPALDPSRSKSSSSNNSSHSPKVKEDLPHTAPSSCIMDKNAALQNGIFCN
Efa HMGR inh: inhibitors of E. faecalis class II HMGR, primary screen, biochemical, Enterococcus faecalis; HMG-CoA reductase (Enterococcus faecalis, mvaE); purified E. faecalis HMGR, NADPH absorbance 340 nm kinetic; inhibition, % at 10 µM; 190,000 compounds, 0.41% hits; AID 1066, 2008;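 active means inhibition above a set limit, the median over all tested compounds plus 3 SD, cut at about 9.5% in these data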;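 further: enzyme runs in reverse so mevalonate oxidation gives rising NADPH absorbance; 0% = complete reaction with DMSO and 100% = background rate lacking mevalonate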
Hsp70 activator: Hsp70 transcriptional activators, primary screen, cell-based, HeLa, Hsp70 promoter luciferase, luminescence, 10 µM; 200,000 compounds, 0.04% hits; activation, % at 10 µM; HeLa Hsp70 promoter luciferase reporter; scaled: vehicle 0, proteasome-inhibitor control 100%;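 active means activation above the mean across all tested compounds plus 3 SD, cutoff set per campaign, cut at about 5.5% in these data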;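 further: 100% = MG132 at 30 µM as the positive control and 0% = DMSO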
Starred values were filed as active, the others as inactive; · = no result given. Compounds were not picked by outcome; overall some 12% were active at least once.

canonical_smiles,RAM network inh,TNAP inh hiacc,TNAP inh no acc,L major viab,PMI activator,Redox H2O2 prof,PMI act hi M6P,S1P3 antag,Efa HMGR inh,Hsp70 activator
COc1ccccc1NC(=O)N1CCN(C)CC1,0.5,-5,-7,-7,1,-1.0,1,-18,-1,-0.1
Cc1ccc(NC(=O)c2sc3nc(C)nc(N4CCN(c5ccccn5)CC4)c3c2C)c(C)c1,-0.1,-2,-2,30,0.9,-0.2,0.9,-12,-3,0.0
CCNC(=O)/C(C#N)=C/c1c(N2CCOCC2)nc2ccccn2c1=O,2.4,4,-2,-5,1,0.1,1,3,-5,-0.2
COc1ccc(S(=O)(=O)N2CCC(C(=O)N3CCOCC3)CC2)cc1OC,2.4,-2,-10,-6,1.1,-0.8,1.1,-2,1,-0.3
Cc1ccccc1Nc1c(-c2cccnc2)nc2cccc(C)n12,-0.7,-1,-4,12,0.9,-2.1,1,5,-3,-0.3
CC1CC(C)CN(C(=S)Nc2ccc(OC(F)F)cc2)C1 (stereo unspecified),0.9,-7,-6,85*,1,0.4,1,2,-1,-0.3
C=CCn1c(C)cc(C(=O)CSc2nnc(Cc3ccccc3)o2)c1C,9.8*,-6,-2,-4,0.9,-0.2,0.9,·,-1,-0.2
O=C1CC(NNc2nc3ccccc3s2)C(=O)N1c1ccccc1 (stereo unspecified),5.0,1,-3,-4,0.9,-3.5,1,·,-4,0.0
COC(=O)c1cccnc1SCc1ccccc1,1.2,-1,-10,-2,1,0.5,1,·,1,-0.1
O=C(NCc1cccs1)c1ccccc1[N+](=O)[O-],1.6,-7,-10,-4,1,-0.1,1,5,5,-0.3
COCCNC(=O)c1c(N)n(-c2cccc(C)c2)c2nc3ccccc3nc12,10.0*,-6,-12,35,0.9,2.8,0.7,7,1,-0.4
CN1C=C/C(=C\c2cc[n+](C)c3ccccc23)c2ccccc21,0.1,26,26,101*,0.4,-1.0,0.4,8,-4,-0.1
CCOC(=O)c1c(NC(=O)CC2SC(=NC)N(C)C2=O)sc(C)c1C (stereo unspecified),-0.9,-6,-2,1,0.8,0.0,0.8,·,-6,-0.3
CCOC(=O)C1C(=O)CC(=O)CC1CC(C)SCC (stereo unspecified),0.0,0,-10,-7,0.9,2.6,0.9,15,-1,-0.4
CCOC(=O)CSc1nc(C)c(C(C)=O)cc1C(N)=O,-0.8,1,-4,-5,1,0.1,1,-6,6,0.1
COCCNC(=O)CSc1ccc(Cl)cc1,1.3,0,0,-2,1,-0.7,1,9,1,-0.4
O=C(NC(O)C(=O)c1cccs1)c1cccnc1 (stereo unspecified),1.0,-4,-9,-12,1,2.6,1,0,-3,-0.1
Cc1ccc(NC(=O)CN(C)C(=O)COc2cccc3cccnc23)cc1,2.2,5,1,-4,0.3,-0.1,0.3,-8,1,-0.3
CC(C)Cn1c(N)c(C(=O)COC(=O)c2ccc(O)cc2)c(=O)n(C)c1=O,-0.1,-3,-3,-2,1,-0.3,1,5,9,-0.4
Cc1ccc(C)c(CSc2nc3[nH]ncc3c(=O)[nH]2)c1,5.8,-4,-62,10,0.9,-0.5,1,2,-4,0.1
CCC1c2ccc(C)n2CCN1C(=O)Nc1ccccc1C(=O)OC (stereo unspecified),0.9,-1,-6,9,1.1,1.1,1,-3,0,-0.2
C/C(CC(=O)NCCCN1CCOCC1)=N\NC(=O)COc1cccc2ccccc12,0.7,-2,-4,-7,1,-0.3,0.9,-17,1,0.0
O=C(Cc1ccc([N+](=O)[O-])cc1)Nc1nnc(C2CC2)s1,1.9,0,-6,-7,1.1,0.1,1,-9,-4,-0.3
COCCn1c(CN2CCN(c3ccc(OC)cc3)CC2)nc2c1c(=O)n(C)c(=O)n2C,1.4,-8,-15,1,1,0.1,1,-33,0,0.0
c1ccc(-c2cn3c(n2)CCc2ccc4cccnc4c2-3)cc1,-0.8,-1,4,7,1,2.7,0.8,·,-4,-0.1
Cc1nn(-c2nnc(NC3CCCCC3)nn2)c(C)c1Br,0.9,0,1,26,0.9,-0.1,0.8,1,0,0.2
COc1ccc2nc(N3CCC(O)CC3)c(C#N)cc2c1,0.8,2,-23,-2,1,3.2,0.5,-6,-3,-0.4
CCCCCCSc1cc(C)nc2ncnn12,-0.1,-1,-12,-5,1,-1.5,1,24,-1,·
O=C(Cc1c(F)cccc1Cl)NCCN1CCOCC1,0.6,-6,-7,2,0.8,-2.1,0.9,-12,-11,-0.1
CCCCCOc1ccc(/C=c2\sc3ncnn3c2=O)cc1,·,-1,-11,·,0.9,·,0.9,-19,·,·
CS(=O)CSc1nc2c(cc1C#N)CCCC2 (stereo unspecified),2.2,-4,-10,-7,1.2,0.4,1.3,1,-6,0.4
OC1CCCCC1Sc1nc2ccccc2s1 (stereo unspecified),0.4,-2,-9,-2,1,2.1,1,-35,4,0.0
COc1ccc(CNCCNC(=O)c2ccco2)c(OC)c1OC,1.1,-3,-13,-5,0.9,-0.2,1.1,-23,-5,-0.1
CCOc1ccc(Cl)cc1S(=O)(=O)NCc1cccnc1,0.0,-4,-13,-4,1,1.7,1,·,5,-0.2
O=C(/C=C/c1ccccc1Cl)N1CCCN(C(=O)/C=C/c2ccccc2Cl)CC1,1.6,3,-7,1,0.9,0.3,1,-14,-4,-0.2
CC(C)[C@H](NS(=O)(=O)c1cccc(Cl)c1)C(=O)OCC(=O)N1CCN(c2ccccc2)CC1,1.4,-3,-2,9,1.4,-0.3,2*,14,-3,-0.7
O=C(CNc1cccc(C(F)(F)F)c1)N/N=C/c1cccc(Br)c1,3.8,0,-10,0,0.7,0.8,0.7,0,-8,0.0
CNC(=S)N1CCn2cccc2C1c1ccc(F)cc1 (stereo unspecified),4.7,-5,1,-5,1.2,0.9,1.1,1,-2,0.0
COc1ccc(CNC(=O)COc2ccc(C)nc2[N+](=O)[O-])cc1,1.4,-3,-1,-5,1.6,-0.3,1,-4,-5,-0.2
CCNC(=O)NCCNC(=O)c1cc(OCC(F)(F)F)ccc1OCC(F)(F)F,0.6,2,0,-4,1,-1.9,1,-22,1,0.0
COC(=O)c1ccccc1NC(=S)NC(=O)c1ccc(C)cc1,-0.9,4,-4,-5,0.7,2.4,0.9,-2,1,-0.1
COc1cc(C(=O)O)nc(OC)n1,0.5,3,-5,-6,1.2,-0.3,1.1,0,-1,-0.1
C#CCNc1c(C)c(C)nc2ncnn12,0.8,-6,-14,-3,0.9,2.9,0.9,-4,-8,0.2
O=C(Cn1cc([N+](=O)[O-])cn1)Nc1ccn(Cc2c(F)c(F)c(F)c(F)c2F)n1,1.8,0,-3,2,0.9,5.3,0.9,·,7,-0.3
CCOc1ccc(CN2CCN(CC3=Cc4cccc(OC)c4OC3)CC2CCO)cc1 (stereo unspecified),0.3,0,0,78*,·,0.4,·,-4,-3,-0.4
CCOc1ccc(NS(=O)(=O)c2cc(OCC(N)=O)c(C)cc2Cl)cc1,0.1,-7,-11,10,1,-0.5,1,-4,0,0.0
O=C(N/N=C/c1ccccc1C(=O)O)c1cc(-c2ccc3c4c(cccc24)CC3)n[nH]1,6.7,-2,74*,-6,1,-0.1,0.9,-14,13*,-0.2
COc1ccccc1NC(=O)CSc1nnc(Cc2cccn2C)n1CCc1ccccc1,3.2,-9,-3,8,1,0.9,1,-2,3,-0.4
CC(=O)CSc1nnc2cc(C)c3ccccc3n12,1.6,-5,-3,2,0.9,0.2,0.9,-1,-4,-0.4
O=C(Nc1ccccc1)C(O)C(O)C(=O)Nc1ccccc1 (stereo unspecified),2.2,1,2,-8,1,-0.2,0.9,-2,-2,-0.2
CC(C)NC(=O)CCCOc1ccc(Cl)cc1Cl,0.9,-5,15,-1,1.1,0.0,1.1,·,-2,-0.1
CN1CCN(Cc2nc3c(c(=O)[nH]c(=O)n3C)n2CCc2ccccc2)CC1,-0.6,-3,-2,-2,1.1,-0.3,1.1,-37,-7,-0.2
CC1CC1C(=O)Nc1nc(-c2ccccc2)cs1 (stereo unspecified),-0.1,-3,-22,8,1.1,0.1,1.1,·,-2,-0.4
Cc1cc(C)n2ncc(C(=O)NCCc3ccccc3)c2n1,-0.6,-5,-6,2,0.9,-0.2,1,·,-11,-0.1
CCN1CCN(C(c2cccs2)C(C)NC(=O)c2c(F)cccc2F)CC1 (stereo unspecified),0.0,-6,-9,-3,1,-1.3,1,-8,-1,-0.2
COc1ccccc1CNC(=O)C(NC(=O)c1ccccc1)C(C)C (stereo unspecified),1.5,-3,-12,7,1,-1.0,1,-1,-2,-0.1

Continued.
canonical_smiles,RAM network inh,TNAP inh hiacc,TNAP inh no acc,L major viab,PMI activator,Redox H2O2 prof,PMI act hi M6P,S1P3 antag,Efa HMGR inh,Hsp70 activator
CCOC(=O)C1(CCCc2ccccc2)CCN(C(=O)c2cnn(CC)c2)CC1,1.7,-4,-8,30,1,-0.1,1,-9,0,-0.3
c1ccc(-n2nnc(-c3cccnc3)n2)cc1,2.3,-5,-10,-3,1,0.4,1,-4,-4,-0.1
CC(C)COc1ccc(C(=O)OCCN2CCOCC2)c(O)c1,1.0,-4,-10,16,1,-0.1,1.1,·,-1,0.2
O=C(NCc1ccccc1)c1cc2ccccc2o1,0.2,-3,-5,-2,0.9,-2.0,0.9,·,-6,-0.2
Cc1ccc(C2=N/C(=C\c3c(C)nn(-c4ccccc4)c3N3CCCC3)C(=O)O2)cc1,5.6,0,25,-2,1.1,-0.2,1,-6,0,-0.4
Cc1ccc(-c2nnc(CSc3nnc(COc4ccccc4)n3-c3ccccc3)o2)cc1,6.3,-3,-12,41,1,2.0,1,18,-4,-0.4
Cc1ccc(/C(N)=N/OC(=O)COc2ccc(Cl)c(C)c2)cc1,6.0,-7,-17,-5,1,0.8,1,7,1,-0.3

Screens: PubChem, several laboratories
